# Source: PubChem (National Center for Advancing Translational Sciences (NCATS))
# DRD3 antagonist: antagonists of human D3 dopamine receptor | max response, negative = inhibition, % | 2.5% of 360,000 active | D3R cells, DiscoveRx beta-arrestin luminescence, antagonist mode; active compounds read low | P35462; in the data active means max response below about -50%; inconclusive means no clear call, values can overlap the other calls; further: on the % scale 0 is the no-effect control and ±100 the full control effect; mostly tested at two doses, the higher about 12 µM
#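 Cells plated overnight at 1500 cells/well, then exposed to library compounds with dopamine controls for 90 minutes at 37 degrees C. DiscoveRx reagent added for 30–60 minutes at room temperature; luminescence read, quantitative HTS format.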
# IL2 activator: activates IL-2 in a cell-based reporter assay. IL-2 activation reporter assay, cell-based qHTS; stimulated with anti-CD3/CD4/CD28 beads; in transgenic mouse T cells. activation, % (series mostly up to about 46 µM). 0.065% of 360,000 active; in the data active means activation above about 50%; inconclusive means mostly about 30% to 49%; further: 0% is about no effect
#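 Unstimulated transgenic mouse T cells, 750 per well, received compound and, after 60 minutes, anti-CD3/anti-CD4 bead plus anti-CD28 stimulation. EGFP and DsRed were quantified after 18 hours.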
# PLK1 PBD inh: PLK1 (human) polo-box domain binding inhibition | P53350 | Plk1 PBD binding of FITC phosphopeptide, fluorescence polarization | Potency, µM, without a hit: max response, negative = inhibition, most hits filed as inhibitors | 2.8% of 360,000 active | AID 720504; further: potency means the concentration at half of the fitted maximal effect; series mostly up to about 57 µM; on the % scale 0 is the no-effect control and ±100 the full control effect; nearly all actives have a fitted effect of over 65% in size
# GLP1R inv ag: GLP-1 receptor (human) inverse agonism | 1.6% of 410,000 active | AID 624417 | Potency, µM (highest dose often 38.3 µM), without a hit: at the highest dose activity change, negative = inhibition, hits mostly inhibitors | P43220 | HEK293 GLP-1R CRE-luciferase, luminescence, 24 h; GLP-1R form is constitutively active; further: potency means the concentration at half of the fitted maximal effect; on the % scale 0 is the no-effect control and ±100 the full control effect; nearly all actives have a fitted effect of over 55% in size
# Target sequence (P43220 whole entry, looked up): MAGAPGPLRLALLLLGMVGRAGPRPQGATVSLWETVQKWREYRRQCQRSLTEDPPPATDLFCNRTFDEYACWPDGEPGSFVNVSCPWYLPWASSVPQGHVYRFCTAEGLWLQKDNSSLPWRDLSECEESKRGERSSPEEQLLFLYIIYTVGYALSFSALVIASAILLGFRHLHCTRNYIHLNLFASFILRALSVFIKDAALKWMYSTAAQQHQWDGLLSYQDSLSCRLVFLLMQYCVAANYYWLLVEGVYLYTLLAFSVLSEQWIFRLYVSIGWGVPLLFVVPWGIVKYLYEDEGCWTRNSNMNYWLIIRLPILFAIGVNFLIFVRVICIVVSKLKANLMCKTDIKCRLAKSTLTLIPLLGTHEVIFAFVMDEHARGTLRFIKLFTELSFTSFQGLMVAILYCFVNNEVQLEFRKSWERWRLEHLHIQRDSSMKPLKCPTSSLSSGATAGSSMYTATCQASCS
#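 Inverse agonists were sought by their lowering of basal cAMP reporter luciferase output in HEK293 cells stably carrying constitutively active human GLP-1R, after 24 h compound treatment.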
# GLP1R cytotox: cytotoxicity in counter-screen for GLP-1R inverse agonists; HEK293 cAMP-luciferase reporter cells, luminescence, 24 h; Potency, µM (top dose mostly 38.3 µM), inactives show at the top dose activity change, negative = inhibition, hits mostly inhibitors; 0.13% of 410,000 active; AID 624418;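 further: loss of luciferase light is scored as toxicity; potency means the concentration at half of the fitted maximal effect; on the % scale 0 is the no-effect control and ±100 the full control effect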
#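 A 23 nL compound transfer followed 12 hours of cell culture at 37 deg C; exposure then lasted 24 hr. Luciferase assay detection reagent was dispensed and plates read for luminescence after a 12 min room-temperature wait.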
# DRD3 agonist: activates the human D3 dopamine receptor; P35462; D3R DiscoveRx beta-arrestin cells, luminescence, 90 min; max activation, %; 0.58% of 410,000 active; in the data active means max activation above about 30%; further: 0% is about no effect; mostly tested at two doses, the higher about 12 µM
#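 Cells at 1500/well, incubated overnight, then treated with pinned compounds (dopamine as control) for 90 min at 37 degrees C. DiscoveRx reagent added for 30 - 60 minutes at room temperature; luminescence read.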
# PI5P4Ka inh: PI5P4K alpha (human) kinase inhibition; P48426; PI5P4Kalpha enzyme, ADP-Glo luminescence, 60 min; active compounds read low; max response, %; 1.2% of 330,000 active; AID 652105; active means max response of -50% or lower; inconclusive means between -30% and -50%; inactive means -30% or higher; further: value at the top dose of about 77 µM; on the % scale 0 is the no-effect control and ±100 the full control effect
# Target sequence (P48426 whole entry, looked up): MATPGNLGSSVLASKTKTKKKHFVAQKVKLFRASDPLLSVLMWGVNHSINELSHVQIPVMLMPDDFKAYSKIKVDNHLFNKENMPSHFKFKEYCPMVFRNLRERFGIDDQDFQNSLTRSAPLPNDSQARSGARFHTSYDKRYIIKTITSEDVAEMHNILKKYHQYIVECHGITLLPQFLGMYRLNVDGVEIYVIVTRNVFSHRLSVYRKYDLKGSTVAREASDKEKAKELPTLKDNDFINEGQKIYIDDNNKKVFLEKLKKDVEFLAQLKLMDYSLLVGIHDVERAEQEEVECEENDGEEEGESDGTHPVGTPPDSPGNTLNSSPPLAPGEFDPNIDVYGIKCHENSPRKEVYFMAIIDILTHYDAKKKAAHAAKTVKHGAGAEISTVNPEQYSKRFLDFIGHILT
#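 Human PI5P4Kalpha with substrate in 0.038 M HEPES pH 7.4, 0.28 mM EGTA, 0.1% CHAPS, 5% DMSO; reaction started with 5 microM ATP (final), 60 min at room temperature. ADP formed read by ADP-Glo luminescence.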
# WRN helicase inh: WRN helicase (human) inhibition; 0.46% of 360,000 active; Q14191; WRN helicase unwinding, fluorescent forked duplex, kinetic; Potency, µM (doses to about 114 µM), without a hit: top-dose activity change, negative = inhibition, usual class: inhibitors; AID 651768; further: potency means the concentration at half of the fitted maximal effect; on the % scale 0 is the no-effect control and ±100 the full control effect; nearly all actives have a fitted effect of over 55% in size
#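 Screening of the MLSMR collection measured strand separation of a quenched forked DNA duplex (100 nM) by 20 nM WRN with 2 mM ATP, all final. Compounds were preincubated with enzyme 15 min at room temperature.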
# GLP1R ag: agonists of human GLP-1 receptor. P43220. Potency, µM (series often up to 45.6 µM), for inactives: at the highest dose activation, usual class: activators. AID 624172. HEK293 GLP-1R CRE-luciferase, luminescence, 4-6 h; cells express a hypersensitive GLP-1R form. 0.007% of 380,000 active; further: potency means the concentration at half of the fitted maximal effect; % of control where 0% means no effect
# * = called active by the depositor; ? = inconclusive; nt = not tested or not shown; & = joins results of further samples; [ ] = dose if it differs, or a comment. Unless noted, the call rests on the fitted dose curve; in most records, active means well fitted curve in the direction sought with a large enough effect; inconclusive means small, poorly fitted or top-dose-only effect, or another doubt; inactive means no such curve, though single readings can be large; an effect the other way counts as inactive or inconclusive.
SMILES,DRD3 antagonist,IL2 activator,PLK1 PBD inh,GLP1R inv ag,GLP1R cytotox,DRD3 agonist,PI5P4Ka inh,WRN helicase inh,GLP1R ag
COC(=O)COc1ccc(S(=O)(=O)Nc2ccc3c(c2)OCCO3)cc1Cl,23,-2.2,-7%,-8%,-12%,-16,nt,6%,1%
O=C(/C=C/c1ccc(Cl)cc1)NCc1ccco1,-10,4.2,-13%,2%,-15%,0,0,-18%,-1%
CC1CCCCN1C(=O)CSc1nc(-c2ccccc2)cn1N (centres undefined),-14,1.8,24µM*,7%[0.307 µM],1%[0.307 µM],2,-10,3%,7%
CC(C)(C)OC(=O)NCCCCCNC(=O)c1nc[nH]c1C(=O)N1CCN(C(=O)OC(C)(C)C)CC1,43,-0.8,-4%,-4%,-3%,9,4,2%,-4%
CCCCCCCCCC(=O)Nn1cnc2ccccc2c1=O,9,-0.4,-3%,-6%,1%,-1,12,-3%,22%
Cc1cccc(Cl)c1OCCN1CCCC1,?,-0.1,0%,-11%,3%,-10,-8,-27%,-10%
CCOC(=O)c1c[nH]c2c(C)cc(C)cc2c1=O,-18,-3.0,-7%,0%,-8%,-2,-22,5%,-1%
Cc1nnc(SCc2cccc(CSc3nnc(C)s3)c2)s1,18,-0.6,-7%,7%,4%,8,6,11%,3%
COc1cccc(C(=O)CC(=O)C(=O)Nc2ccc(C)cc2Cl)c1,6,0.4,-11%,?,-3%,9,-6,-9%,8%
O=C(COC(=O)CNS(=O)(=O)c1c(F)cccc1F)NC(=O)NC1CCCCC1,-9,0.5,-10%,10%,1%,-1,3,-2%,0%
CCOc1ccc(C(=O)NCC(=O)OCC(=O)N2CCC(C)CC2)cc1,1,-0.9,0%,-1%,3%,-3,-5,9%,-4%
CC1CCCCN1C(=O)c1cccc(NC(=O)c2ccccc2)c1 (centres undefined),-23,-0.6,-11%,9%,-9%,0,2,0%,20%
CCn1c(CCCOc2ccc(Cl)cc2Cl)nnc1SCC(=O)Nc1cccc(F)c1,-4,1.0,-8%,0%,-2%,-9,nt,2%,8%
CCN(CC)S(=O)(=O)c1cccc(-c2n[nH]c(=S)n2/N=C/c2ccc(Br)cc2)c1,-54*,1.6,21µM*,?,7%,-5,-22,-4%,0%
Cc1ccc2c(c1)nnn2C1CCN(S(=O)(=O)c2ccc(C(=O)O)cc2)CC1,7,-0.5,-6%,30%[activator],16%,5,5,-3%,0%
CCN(CCO)Cc1cc(=O)oc2c(C)c(C)ccc12,-19,-2.1,-13%,0%,3%,-4,nt,-7%,6%
O=C(CSc1nc2ccccc2s1)Nc1ccc(N2CCOCC2)c(Cl)c1,2,-3.7,-3%,?,-13%,-9,7,-3%,4%
Cc1ccc(OCC(=O)N(C)CC(=O)Nc2cccc(F)c2)cc1,?,2.1,1%,?,-2%,5,1,-31%,-2%
O=C(Nc1ccc(C(=O)NCc2ccc(F)cc2)cc1)C1=CSCCO1,-9,1.8,2%,18%,4%,-5,-2,-15%,-1%
O=C(COc1ccc2ccccc2c1Br)N1CCCC1,1,-3.9,-9%,?,6%,1,1,6%,8%
COc1cccc(Nc2ccccc2C(=O)O)c1,-9,0.3,-11%,15%,9%,-1,-27,-17%,3%
Cn1nc(C(F)(F)F)c(-c2ccc(F)cc2)c1NC(=O)c1cccnc1,?,0.5,-7%,?,-17%,1,-1,-5%,-8%
CC1CCCC(C)N1/N=C/c1ccc(O)c(O)c1 (centres undefined),6,-1.3,-4%,32%[activator],-8%,1,?,-4%[11.6 µM],-1%
CC(=O)Nc1ccc(S(=O)(=O)N(C)CC(=O)OCC(=O)N2CCc3ccccc32)cc1,47,-1.0,-2%,2%,-2%,-1,-6,7%,-2%
CC(=O)c1sc(NC(=O)CCS(=O)(=O)c2ccc(F)cc2)nc1C,-9,-2.6,-15%,?,?,-1,2,-11%,-6%
COC(=O)NCC(c1cccnc1)N1CCN(c2ccccc2)CC1 (centres undefined),1,-0.7,-7%,0%,3%,-1,-2,-4%,-6%
CCCC(O)(CCC)C(=O)NN(C(=O)CCl)c1cccc(C)c1,5,-5.4,-3%,?,0%,7,0,3%,-1%
Cc1cccc(NC(=O)CCC(=O)N/N=C/c2ccco2)c1,5,1.3,0%,-1%,-16%,2,-2,1%,8%
COC(=O)c1scc(C)c1NC(=O)C1CCCCC1,6,1.7,-5%,-7%,-1%,-1,5,-2%,3%
COc1cccc(CC2(CO)CCCN(Cc3nc(-c4cccs4)oc3C)C2)c1 (centres undefined),-116*,0.4,-4%,?,?,-20,2,-7%,13%
Cc1ccc(C(=O)Nc2ccc(Cl)cc2C(F)(F)F)c(Cl)c1,0,-0.6,-3%,?,-10%,3,16,-17%[57.1 µM],20%
CN(C)CCC(=O)C(Cc1ccccc1)c1ccccc1 (centres undefined),-112*,-0.4,4.7µM*,-16%,?,-13,-5,7.9µM*,-3%
O=C(O)c1ccccc1-c1nnc2c(Cl)cc(C(F)(F)F)cn12,-21,2.5,-18%,1%,0%,0,0,0%[57.1 µM],1%
N=C1C(c2nc3ccccc3s2)=C(O)CN1Cc1ccco1,-13,2.5,-8%,10%,-24%,-17,nt,-7%[57.1 µM],9%
COC(=O)C[C@H](NC(=O)Cn1cnc2c(NCc3ccccc3)ncnc21)C(=O)OC,39,-0.6,-4%,8%,0%,-7,2,-1%,8%
CCCCOC(=O)Nc1ccc(C)c(Cl)c1,0,0.2,3%,?,-8%,-1,9,-10%,13%

# Reformatted bar-delimited: entries from further up.
Molecule | DRD3 antagonist | IL2 activator | PLK1 PBD inh | GLP1R inv ag | GLP1R cytotox | DRD3 agonist | PI5P4Ka inh | WRN helicase inh | GLP1R ag
Cc1ccc(C(=O)Nc2ccc(Cl)cc2C(F)(F)F)c(Cl)c1 | 0 | -0.6 | -3% | ? | -10% | 3 | 16 | -17%[57.1 µM] | 20%
CN(C)CCC(=O)C(Cc1ccccc1)c1ccccc1 (centres undefined) | -112* | -0.4 | 4.7µM* | -16% | ? | -13 | -5 | 7.9µM* | -3%
O=C(O)c1ccccc1-c1nnc2c(Cl)cc(C(F)(F)F)cn12 | -21 | 2.5 | -18% | 1% | 0% | 0 | 0 | 0%[57.1 µM] | 1%
N=C1C(c2nc3ccccc3s2)=C(O)CN1Cc1ccco1 | -13 | 2.5 | -8% | 10% | -24% | -17 | nt | -7%[57.1 µM] | 9%
COC(=O)C[C@H](NC(=O)Cn1cnc2c(NCc3ccccc3)ncnc21)C(=O)OC | 39 | -0.6 | -4% | 8% | 0% | -7 | 2 | -1% | 8%
CCCCOC(=O)Nc1ccc(C)c(Cl)c1 | 0 | 0.2 | 3% | ? | -8% | -1 | 9 | -10% | 13%

# The listing continues.
SMILES,DRD3 antagonist,IL2 activator,PLK1 PBD inh,GLP1R inv ag,GLP1R cytotox,DRD3 agonist,PI5P4Ka inh,WRN helicase inh,GLP1R ag
Cc1ccnc(NC(=O)CCCc2ccccc2)c1,-14,0.3,-4%,-16%,-21%,-1,-7,11%,-1%
C#CC(CC)(CC)NC(=O)Nc1ccccc1C(=O)OC,13,-1.5,0%,-27%,-7%,3,-2,-1%,8%
CN1CC(O)(C(O)C(O)C(O)CO)SC1=S (centres undefined),59,-1.7,21µM*,1%,1%,4,-2,4%,-1%
COc1ccc(Cl)cc1NC(=O)Cn1nnc(C(=O)NCc2ccc3c(c2)OCO3)c1N,?,-2.8,-10%,?,?,-13&-2,-12,-7%,-3%&-1%
Cc1ccc(/C=C2\SC(=S)N(CCCC(=O)Nc3cc(C)on3)C2=O)cc1,-3,-0.2,-12%,-1%,-3%,4,0,-3%,0%
COc1ccc(Cn2c(=O)n(-c3ccc(F)c(Cl)c3)c(=O)c3c2c2cc(OC)ccc2n3C)cc1,nt,nt,nt,9%,3%,1,nt,nt,-1%
COc1ccc(-c2noc(CCC(=O)NCCc3ccccc3)n2)cc1OC,2,1.1,3%,6%,0%,-4,5,-1%,7%
Cc1cc(=O)cc(C)n1-c1ccccc1N1CCOCC1,4,3.3,-7%,-2%,5%,4,-4,-9%,0%
O=S(=O)(c1ccc2nc(N3CCN(c4ccccc4F)CC3)ccc2c1)N1CCCCC1,-10,-0.5,4%,11%&6%,-43%&-1%,-10&0,-3,1%,8%
Nc1ccc(C(=O)N2CCN(S(=O)(=O)/C=C/c3ccccc3)CC2)cc1[N+](=O)[O-],-9,-3.4,-11%,8%,-4%,-19,8,5%,10%
CCC(C)[C@H](NC(=O)N1c2ccccc2NC(=O)[C@@H]1C(C)C)C(=O)N[C@@H](Cc1ccccc1)C(=O)O (some centres undefined),0,0.2,3%,23%,1%,25,0,-4%,-3%
O=C1COc2ccc(C(=O)C[n+]3cccc(O)c3)cc2N1,-4,-2.6,-14%,23%,1%,5,-2,1%,-2%
N#Cc1c(C(F)(F)F)cc(C2CC2)nc1N1CCCC1,5,0.2,-1%,11%,0%,2,3,-5%,-12%
COc1ccc(N2CCN(C(=O)CCc3ccc(S(=O)(=O)NC(C)(C)C)cc3)CC2)cc1,-7,0.7,-15%,?,-3%,2,-6,1%,-3%
Cc1cc(=O)oc2c(C)c(OC(C)C(=O)NCCCN3CCOCC3)ccc12 (centres undefined),2,-0.2,1%,11%,3%,3,2,7%,-2%
CC1=C(CC(=O)c2ccccc2)C(=O)c2ccccc2C1=O,-24,-0.3,-17%,?,11%,-6,19,0%,-5%
Cc1noc(C)c1COC(=O)[C@H](C)NS(=O)(=O)c1ccc(Cl)c(Cl)c1,16,-0.3,-7%,?,1%,-4,5,2%,4%
CCCCc1nc2cc(C(=O)N(C)C(C)c3ccccn3)ccc2o1 (centres undefined),13,-0.6,-1%,-18%,4%,-4,2,-2%,-3%
CCC(C)(NC(=O)CNC(C)=O)C(=O)NC1CCCCC1 (centres undefined),19,-0.8,-1%,5%,1%,-1,-4,13%,-6%
O=C(COC(=O)c1ccc(Cl)cc1Cl)Nc1cccc(S(=O)(=O)NC2=NCCC2)c1,-21,0.8,-16%,?,4%,8,1,0%,-6%
CCOC(=O)N1CCN(C(=O)CCC(=O)N2CCOc3ccc(C)cc32)CC1,13,0.9,-7%,-5%,4%,-5,-8,5%,19%
